aSyn rescue: inhibitors of alpha-synuclein toxicity in yeast; Yeast expressing alpha-synuclein, growth rescue, BacTiter-Glo, 24 h; Potency, µM (doses to about 46.1 µM), for the others: at the top dose growth rescue (activation), most hits filed as activators; 370,000 tested, 0.14% active; note: potency is the fitted concentration of half-maximal effect; % of control where 0% means no effect; nearly all actives have a fitted effect of over 65% in size
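Screening used galactose-induced yeast with toxic alpha-synuclein levels, exposed to compound for 24 hr at 30 deg C. Cell growth, read with BacTiter-Glo luminescence, gave the measured signal.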
GLP1R cytotox: cytotoxicity counter-screen for GLP-1 receptor inverse agonists; HEK293 cAMP-luciferase reporter cells, luminescence, 24 h; Potency, µM (highest dose often 38.3 µM), inactives show top-dose activity change, negative = inhibition, actives largely listed as inhibitors; 410,000 tested, 0.13% active; AID 624418;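 note: loss of luciferase light is scored as toxicity; potency is the fitted concentration of half-maximal effect; % is set by controls: 0 for no effect and ±100 for the full control effect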
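MLSMR compounds, 24 hr on cells at 37 deg C/5% CO2; luminescence after luciferase reagent (12 min RT). Inhibition counted as the undesired cytotoxic outcome.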
TDP-43 yeast inh: inhibitors of TDP-43 toxicity in yeast. TDP-43 expressing yeast growth rescue, BacTiter-Glo, 24 h. Potency, µM (titrated, usually from 46.1 µM), for the others: top-dose growth rescue (activation), actives largely listed as activators. 410,000 tested, 1.8% active. AID 652104; note: potency is the fitted concentration of half-maximal effect; % of control where 0% means no effect; nearly all actives have a fitted effect of over 50% in size
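Yeast expressing TDP-43 (pregrown in raffinose, seeded at OD600=0.02 in galactose medium) exposed to compounds 24 hr at 30 deg C. Growth read by BacTiter-Glo luminescence; rescue of toxicity appears as increased signal.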
DRD3 antagonist: blocks the human D3 dopamine receptor; AID 652054; D3R cells, DiscoveRx beta-arrestin luminescence, antagonist mode; stronger effect = lower value; 360,000 tested, 2.5% active; P35462; max response, negative = inhibition, %; in the data active = max response below about -50%; inconclusive = no clear call, values can overlap the other calls; note: % is set by controls: 0 for no effect and ±100 for the full control effect; mostly tested at two doses, the higher about 12 µM
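Cells plated overnight at 1500 cells/well, then exposed to library compounds with dopamine controls for 90 minutes at 37 degrees C. DiscoveRx reagent added for 30–60 minutes at room temperature; luminescence read, quantitative HTS format.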
D3 ag: agonists of human D3 dopamine receptor; P35462; max activation, %; D3R DiscoveRx beta-arrestin cells, luminescence, 90 min; 410,000 tested, 0.58% active; in the data active = max activation above about 30%; note: 0% is about no effect; mostly tested at two doses, the higher about 12 µM
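Agonist mode: compounds and dopamine controls were applied to plated cells for 90 min at 37 degrees C after an overnight attachment at 1500 cells/well. Luminescent read-out followed 30 - 60 minutes at room temperature with DiscoveRx detection reagent.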
GLP-1R agonist: agonists of human GLP-1 receptor; Potency, µM (doses to about 45.6 µM), without a hit: at the highest dose activation, most hits filed as activators; 380,000 tested, 0.007% active; AID 624172; P43220; HEK293 GLP-1R CRE-luciferase, luminescence, 4-6 h; cells express a hypersensitive GLP-1R form; note: potency is the fitted concentration of half-maximal effect; % of control where 0% means no effect
Target sequence (P43220 whole entry, looked up): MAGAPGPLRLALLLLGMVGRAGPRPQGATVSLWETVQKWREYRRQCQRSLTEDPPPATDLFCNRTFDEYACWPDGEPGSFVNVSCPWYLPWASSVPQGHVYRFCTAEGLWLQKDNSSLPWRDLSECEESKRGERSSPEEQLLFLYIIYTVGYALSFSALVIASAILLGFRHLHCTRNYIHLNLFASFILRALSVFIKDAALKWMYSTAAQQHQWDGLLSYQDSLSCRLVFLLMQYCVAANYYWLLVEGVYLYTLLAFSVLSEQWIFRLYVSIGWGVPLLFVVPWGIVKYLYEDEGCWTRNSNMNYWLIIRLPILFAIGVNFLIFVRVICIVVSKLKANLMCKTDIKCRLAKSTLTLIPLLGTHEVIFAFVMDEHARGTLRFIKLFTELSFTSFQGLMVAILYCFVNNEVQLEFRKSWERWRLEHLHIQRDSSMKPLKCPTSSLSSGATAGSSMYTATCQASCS
PTHR1 ag: PTHR1 (human) receptor agonism | Q03431 | HEK293 GP2 PTHR1 cells, GloSensor cAMP luminescence, 1 h | Potency, µM (series often up to 115 µM), inactives show at the top dose activation, hits mostly activators | 410,000 tested, 0.075% active; note: potency is the fitted concentration of half-maximal effect; nearly all actives have a fitted effect of over 55% in size; some results filed as inactive show a strong effect at the top dose; inactives centre near -15; many of its hits are not listed in these tables
Target sequence (Q03431 whole entry, looked up): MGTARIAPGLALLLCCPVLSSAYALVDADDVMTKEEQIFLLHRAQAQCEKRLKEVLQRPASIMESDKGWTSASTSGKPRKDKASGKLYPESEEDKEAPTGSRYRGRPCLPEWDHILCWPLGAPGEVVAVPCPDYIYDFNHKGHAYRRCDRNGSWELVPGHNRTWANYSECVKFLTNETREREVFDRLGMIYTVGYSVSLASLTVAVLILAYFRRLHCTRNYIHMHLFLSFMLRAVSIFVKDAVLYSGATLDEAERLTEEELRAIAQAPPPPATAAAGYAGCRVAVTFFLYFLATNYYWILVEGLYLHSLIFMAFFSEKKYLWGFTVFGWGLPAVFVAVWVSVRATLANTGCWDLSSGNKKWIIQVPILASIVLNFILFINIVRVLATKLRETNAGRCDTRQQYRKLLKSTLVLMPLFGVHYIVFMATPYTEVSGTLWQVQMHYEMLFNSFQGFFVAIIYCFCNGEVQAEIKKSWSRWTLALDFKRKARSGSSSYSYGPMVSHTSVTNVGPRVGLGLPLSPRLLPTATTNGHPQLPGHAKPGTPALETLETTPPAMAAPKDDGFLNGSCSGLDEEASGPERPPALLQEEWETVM
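HEK-293-derived GP2 cells expressing PTHR1 and a GloSensor cAMP reporter, 3,000/well, plated overnight, given luciferin plus IBMX (each 0.5 mM as added) for 1 h at 37 °C, then compound for 1 h at 37 °C. Luminescence was read after 15 min at room temperature.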
GLP1R inv ag: inverse agonists of human GLP-1 receptor | HEK293 GLP-1R CRE-luciferase, luminescence, 24 h; GLP-1R form is constitutively active | 410,000 tested, 1.6% active | P43220 | AID 624417 | Potency, µM (doses to about 38.3 µM), inactives show at the highest dose activity change, negative = inhibition, most hits filed as inhibitors; note: potency is the fitted concentration of half-maximal effect; % is set by controls: 0 for no effect and ±100 for the full control effect; nearly all actives have a fitted effect of over 55% in size
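HEK293 cells stably co-expressing constitutively active GLP-1R and a cAMP-responsive luciferase reporter were seeded in DMEM with 10% Nu serum, given compounds after 12 h, and incubated 24 h at 37 deg C. Luminescence was then read.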
KB-V1 MDR tox: KB-V1 MDR subline cytotoxicity | KB-V1 MDR cells viability, CellTiter-Glo, 72 h | Potency, µM (titrated, usually from 46.1 µM), for inactives: at the top dose activity change, negative = cytotoxicity, actives largely listed as cytotoxic | 400,000 tested, 3.4% active | AID 1347076; note: potency is the fitted concentration of half-maximal effect; % is set by controls: 0 for no effect and ±100 for the full control effect; nearly all actives have a fitted effect of over 60% in size
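KB-V1 cells (P-gp-expressing MDR subline of KB-3-1) in phenol-red-free DMEM with 10% FBS were exposed to library compounds over a concentration series for 72 h at 37 degrees C. Viability read by CellTiter-Glo luminescence; concentration-effect curves fitted after normalization.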
* = called active by the depositor; i = inactive; ? = inconclusive; . = not tested or not shown; [ ] = another dose, or the depositor's remark. Unless noted, calls come from the whole dose curve; as a rule, active = well fitted curve in the direction sought with a large enough effect; inconclusive = small, poorly fitted or top-dose-only effect, or another doubt; inactive = no such curve, though single readings can be large; an effect the other way counts as inactive or inconclusive.

no.	canonical_smiles	DRD3 antagonist	PTHR1 ag	KB-V1 MDR tox	GLP1R inv ag	aSyn rescue
1	CCOc1ccc(NC(=O)NNC(=O)c2ccc(Cl)cc2Cl)cc1	2	i	-5%	-27%	1%
2	CCCCC(=O)NCc1nc2cccnc2n1Cc1ccc(OC)cc1	.	i	.	2%	.
3	CCOc1ccc(OCC)c(NS(=O)(=O)c2cn(C)cn2)c1	-4	8%	17%	21%	-6%
4	Fc1ccc2nc(-c3ccccc3)nc(SCc3nnc(-c4ccccc4)o3)c2c1	7	i	-7%	1%	21%
5	COc1ccc2oc(C(=O)OCC(=O)N(CCC#N)c3ccccc3)c(C)c2c1	0	-28%	?	-22%	0%
6	CCOC(=O)c1ccc(NC(=O)c2nc[nH]c2C(=O)N2CCc3ccccc3C2)cc1	43	-8%	0%	9%	0%
7	OCCNC(=S)NC1CCCCC1	22	i	6%	22%	3%
8	O=C(Nc1cc(-c2cccc(Cl)c2)nn1-c1ccccc1)c1ccccc1F	.	-22%	2%	?	.
9	O=C(c1ccc(F)cc1)N1CCCC(N2CCN(Cc3ccc4c(c3)OCO4)CC2)C1 (stereo not given)	-24	26%	-19%	?	-1%
10	COc1ccc(C2C(=O)N(C3CCCCC3)CC(=O)N2CCc2ccc(OC)c(OC)c2)cc1 (stereo not given)	.	6%	.	6%	.
11	O=C1/C(=C/c2ccco2)CCC1C1CCCC1 (stereo not given)	-7	-26%	0%	3%	-1%
12	CC1CCN(CCCCOc2ccc([N+](=O)[O-])cc2)CC1	-29	i	7%	-17%	-4%

no.	D3 ag	GLP1R cytotox	GLP-1R agonist	TDP-43 yeast inh
1	2	-1%	4%	12%
2	-6	-2%	.	2%
3	4	2%	-1%	-14%
4	1	-5%	2%	-1%
5	2	13%	-2%	-7%
6	8	-4%	2%	2%
7	5	17%	-4%	-5%
8	-4	15%	.	15%
9	-15	22%	2%	-3%
10	-24	-2%	.	?
11	12	-2%	5%	-16%
12	-36	-1%	-1%	-5%

Record cards, from the list above. Order of values: DRD3 antagonist | PTHR1 ag | KB-V1 MDR tox | GLP1R inv ag | aSyn rescue | D3 ag | GLP1R cytotox | GLP-1R agonist | TDP-43 yeast inh
O=C1/C(=C/c2ccco2)CCC1C1CCCC1 (stereo not given) across the screens: -7 | -26% | 0% | 3% | -1% | 12 | -2% | 5% | -16%
CCOc1ccc(NC(=O)NNC(=O)c2ccc(Cl)cc2Cl)cc1 across the screens: 2 | i | -5% | -27% | 1% | 2 | -1% | 4% | 12%
CC1CCN(CCCCOc2ccc([N+](=O)[O-])cc2)CC1 across the screens: -29 | i | 7% | -17% | -4% | -36 | -1% | -1% | -5%
OCCNC(=S)NC1CCCCC1 across the screens: 22 | i | 6% | 22% | 3% | 5 | 17% | -4% | -5%
Fc1ccc2nc(-c3ccccc3)nc(SCc3nnc(-c4ccccc4)o3)c2c1 across the screens: 7 | i | -7% | 1% | 21% | 1 | -5% | 2% | -1%

Continued.
no.	canonical_smiles	DRD3 antagonist	PTHR1 ag	KB-V1 MDR tox	GLP1R inv ag	aSyn rescue
13	Cc1ccc(S(=O)(=O)CCC(=O)OCC(=O)N(C)CC(=O)Nc2ccc(F)cc2)cc1	12	-1%	-4%	26%	3%
14	Cc1oc(=O)c(NC(=O)c2ccccc2)cc1C(=O)c1ccccc1	?	-33%[inhibitor]	-5%	106%[activator]	-69%[inhibitor]
15	CC(=O)N/C(=C/c1ccc(Cl)cc1)C(=O)NCCc1c[nH]c2ccccc12	14	-27%	10%	-4%	-9%
16	COCCNC(=O)c1cc(-c2ccc3c(c2)OCO3)on1	6	-16%	?	-4%	3%
17	Cc1ccc2c(c1)-c1c(cnn1CC(=O)N1CCN(c3cccc(C(F)(F)F)c3)CC1)CO2	.	-46%	-18%	-12%	.
18	O=C(CN(c1ccc(Cl)cc1)S(=O)(=O)c1ccccc1)N/N=C/c1ccco1	0	-4%[57.5 µM]	4%	?	-9%
19	COC(=O)c1ccc(Cn2nc(C(F)(F)F)cc2C)cc1	3	-9%	0%	-2%	0%
20	COc1ccc(OC)c(/C=N/NC(=O)c2[nH]ncc2Br)c1	14	-4%	15%	19%	-1%
21	CSc1ccc(Cl)c(C(=O)NCc2ccco2)c1	16	i	-2%	3%	0%
22	N#CC1=C(S)N(c2ccccc2)C(c2cccs2)NC1=O (stereo not given)	-25	i	20%	2%	0%
23	O=C(Cn1cnc2ccccc2c1=O)Nc1nc2ccccc2s1	-10	-12%	11%	7%	4%
24	O=C(NCc1cccc(Br)c1)C1CC(c2ccc(C(F)(F)F)cc2)=NO1 (stereo not given)	13	i	0%	?	8%

no.	D3 ag	GLP1R cytotox	GLP-1R agonist	TDP-43 yeast inh
13	25	-11%	-1%	-14%
14	-1	-18%	-5%	?
15	7	10%	7%	10%
16	-3	15%	-2%	13%
17	20	-12%	.	0%
18	-10	-2%	-10%	-6%
19	3	-2%	-3%	0%
20	-5	6%	12%	1%
21	0	13%	2%	?
22	-2	1%	-10%	-12%
23	5	27%	8%	-15%
24	0	4%	10%	0%

(continued)
no.	canonical_smiles	DRD3 antagonist	PTHR1 ag	KB-V1 MDR tox	GLP1R inv ag	aSyn rescue
25	O=C1OCCN1c1c(-c2ccccc2)c(N2CCOCC2)nc2ccccc12	35	i	19%	-6%	-10%
26	Cc1ccc(-n2nnc3c(=O)n(CC(=O)NCc4ccccc4)cnc32)cc1	13	-23%	9%	-6%	2%
27	COc1cc(-c2nnc3sc(Cc4ccccc4)nn23)cc(OC)c1OC	10	i	?	11%	0%
28	CNC(=O)c1cc(Cl)c(OC)c(OC)c1	-10	i	0%	-1%	-21%
29	COc1ccc(CNC(=O)[C@H](Cc2ccccc2)NC(=O)CC[C@H]2O[C@@H](n3ccc(=O)[nH]c3=O)[C@H](O)[C@@H]2O)cc1	10	7%	21%	21%	3%
30	O=C(COc1ccccc1)Nc1ccc([N+](=O)[O-])cc1	-11	i	?	0%	3%
31	CCn1cc(C(=O)N2CCCC2)c(=O)c2cc(S(=O)(=O)N3CCC(C)CC3)ccc21	3	i	?	1%	8%
32	O/N=C/c1cn(-c2ccccc2)nc1-c1ccccc1	55	i	0%	?	-2%
33	Cc1c(Cl)cccc1NC(=O)N1CCN(C(=O)c2ccco2)CC1	16	i	?	1%	-1%
34	CC(=O)Nc1ccc(S(=O)(=O)Nc2ccc3c(c2)CCC3)cc1	-10	-12%	0%	-22%	3%
35	CNC(=O)/C(=C\c1ccc([N+](=O)[O-])cc1)NC(C)=O	?	i	21%	0%	8%
36	Fc1ccc(C2=CC(c3ccco3)n3ncnc3N2)cc1 (stereo not given)	3	i	-28%	17%	3%

no.	D3 ag	GLP1R cytotox	GLP-1R agonist	TDP-43 yeast inh
25	1	-2%	11%	21%
26	0	3%	-4%	0%
27	2	27%	21%	26%
28	-2	-17%	4%	-9%
29	8	4%	-4%	3%
30	2	8%	-5%	22%
31	-2	4%	0%	-21%
32	45*	2%	31%	-4%
33	7	-3%	0%	6%
34	2	-6%	0%	-19%
35	3	-2%	-2%	-6%
36	2	.	-2%	?

Quoted at random: three compounds from above
no.	canonical_smiles	DRD3 antagonist	PTHR1 ag	KB-V1 MDR tox	GLP1R inv ag	aSyn rescue
33	Cc1c(Cl)cccc1NC(=O)N1CCN(C(=O)c2ccco2)CC1	16	i	?	1%	-1%
36	Fc1ccc(C2=CC(c3ccco3)n3ncnc3N2)cc1 (stereo not given)	3	i	-28%	17%	3%
29	COc1ccc(CNC(=O)[C@H](Cc2ccccc2)NC(=O)CC[C@H]2O[C@@H](n3ccc(=O)[nH]c3=O)[C@H](O)[C@@H]2O)cc1	10	7%	21%	21%	3%

no.	D3 ag	GLP1R cytotox	GLP-1R agonist	TDP-43 yeast inh
33	7	-3%	0%	6%
36	2	.	-2%	?
29	8	4%	-4%	3%

New compounds follow
no.	canonical_smiles	DRD3 antagonist	PTHR1 ag	KB-V1 MDR tox	GLP1R inv ag	aSyn rescue
37	COc1ccc(CNC(=O)Cn2nc(N3CCN(c4ccccc4)CC3)ccc2=O)c(OC)c1	.	-42%[inhibitor]	-10%	12%	.
38	COc1ccc(CN2CCN(Cc3ccc4cc(F)ccc4n3)CC2CCO)c(C)c1C (stereo not given)	21	-30%	?	?	10%
39	CCC(C(=O)N1CCN(c2ccccc2F)CC1)n1nc(C)c2sc3ccccc3c2c1=O (stereo not given)	.	i	-4%	3%	.
40	O=C(O)c1ccc(NCc2nc3cc4ccccc4cc3[nH]2)cc1	3	i	3%	8%	10%
41	Cc1cccc(/C(N)=N/OC(=O)c2ccccc2Cl)c1	20	-28%	-21%	6%	-4%
42	Cc1cccc(NC(=O)CSCC(=O)Nc2cccc(S(=O)(=O)N3CCCCCC3)c2)c1	-24	-21%	?	?	-9%
43	CSCC[C@H](Nc1ncnc2sc(C)c(C)c12)C(=O)O	-22	-13%[57.5 µM]	16%	10%	-3%
44	COc1ccccc1Nc1c2c(nc3ccc(NC(=O)c4cccc(OC)c4OC)cc13)CCCC2	.	-39%[inhibitor]	.	?	.
45	Cc1ccc(NC(=O)CN2C(=O)NC3(CCCc4ccccc43)C2=O)c(Cl)c1 (stereo not given)	-7	i	-5%	?	3%

no.	D3 ag	GLP1R cytotox	GLP-1R agonist	TDP-43 yeast inh
37	3	0%	.	22%
38	-9	-4%	-2%	-12%
39	8	-1%	.	20%
40	7	-1%	4%	12%
41	-2	-1%	9%	-16%[0.397 µM]
42	-2	-6%	1%	10%
43	5	-3%	3%	-10%
44	54*	?	.	3%
45	-3	-13%	11%	8%

High-throughput results (PubChem BioAssay)

These rows are one share of the data. The share of hits here may be higher or lower than overall.
